# Screening results deposited in PubChem BioAssay by several laboratories.
# CHRM5 antagonist: human M5 muscarinic receptor antagonists, primary screen, CHO cells, Fluo-8 calcium fluorescence. Muscarinic acetylcholine receptor M5 (Homo sapiens), P08912. CHO-hM5 cells, ACh EC80. inhibition, % at 3 µM. 0.59% of 360,000 active. AID 624040, 2012;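 active means inhibition above a per-plate cutoff, the mean of that plate's test compounds plus 3 SD, cut at about 27% in these data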;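 further: 0% = acetylcholine EC80 with DMSO and 100% = DMSO without agonist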
# M4 antag: human M4 muscarinic receptor antagonists, primary screen, CHO cells, Fluo-8 calcium fluorescence. Muscarinic acetylcholine receptor M4 (Homo sapiens), P08173. CHO-hM4 cells, ACh EC80. inhibition, % at 3 µM. 0.73% of 360,000 active;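 active means inhibition above its plate's cutoff, the mean inhibition of sample wells plus 3 SD, cut at about 27% in these data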;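 further: 0% = acetylcholine EC80 with DMSO and 100% = DMSO without agonist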
# Target sequence (P08173 whole entry, looked up): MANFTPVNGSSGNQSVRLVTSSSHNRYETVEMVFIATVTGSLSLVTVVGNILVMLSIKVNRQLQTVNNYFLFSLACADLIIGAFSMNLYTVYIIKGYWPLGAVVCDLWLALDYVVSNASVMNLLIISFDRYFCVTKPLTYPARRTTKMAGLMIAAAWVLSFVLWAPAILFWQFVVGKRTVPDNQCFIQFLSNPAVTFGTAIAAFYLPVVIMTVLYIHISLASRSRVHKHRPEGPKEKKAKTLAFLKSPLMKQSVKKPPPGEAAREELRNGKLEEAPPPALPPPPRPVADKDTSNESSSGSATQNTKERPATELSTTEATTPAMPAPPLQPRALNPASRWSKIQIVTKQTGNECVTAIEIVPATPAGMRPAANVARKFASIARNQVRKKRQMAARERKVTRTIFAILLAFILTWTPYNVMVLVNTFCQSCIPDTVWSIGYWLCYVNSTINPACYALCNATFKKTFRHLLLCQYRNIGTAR
# M4 PAM: human M4 muscarinic receptor positive allosteric modulators, primary screen, CHO-K1 cells, Fluo-8 calcium fluorescence; 0.4% of 360,000 active; AID 624126, 2012; activation, % at 3 µM; CHO-K1 hM4/Gqi5, ACh EC20; 0% = ACh EC20, 100% = maximal ACh;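 active means activation above its plate's cutoff, the mean activation of sample wells plus 3 SD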; further: some results filed as inactive read as strong as hits
# CRFBP-R2 agonist: agonists of CRF-BP/CRF-R2 complex, primary screen, cell-based, HEK293, calcium dye fluorescence, uHTS; activation, % at 13.2 µM; AID 588473, 2011; 0.46% of 350,000 active; calcium dye fluorescence (FLIPR); percent of saturating CRF peptide response;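 active means activation of at least 50%, plus an integration ratio under a set limit after plate pattern correction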;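 further: plate controls were neutral control wells without compound for no effect and CRF at EC100 for full effect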
# CRFBP-R2 block: antagonists of CRF-BP/CRF-R2 complex, primary screen, cell-based, HEK293, calcium dye fluorescence, uHTS; CRF-induced calcium fluorescence; inhibition, % at 11.8 µM; 0.59% of 350,000 active; AID 588475, 2011;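 active means inhibition of the ligand-induced calcium signal above about 50% at the single tested concentration, limit read from the data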
# CHRM1 PAM: human M1 muscarinic receptor positive allosteric modulators, primary screen, CHO-K1 cells, Fluo-8 calcium fluorescence, 1536-well | CHO-K1 hM1, ACh EC20; 0% = ACh EC20, 100% = maximal ACh | activation, % at 3 µM | 0.088% of 360,000 active; in the data active means activation above about 19%, passing the limit was not always enough
# Target sequence (P11229 whole entry, looked up): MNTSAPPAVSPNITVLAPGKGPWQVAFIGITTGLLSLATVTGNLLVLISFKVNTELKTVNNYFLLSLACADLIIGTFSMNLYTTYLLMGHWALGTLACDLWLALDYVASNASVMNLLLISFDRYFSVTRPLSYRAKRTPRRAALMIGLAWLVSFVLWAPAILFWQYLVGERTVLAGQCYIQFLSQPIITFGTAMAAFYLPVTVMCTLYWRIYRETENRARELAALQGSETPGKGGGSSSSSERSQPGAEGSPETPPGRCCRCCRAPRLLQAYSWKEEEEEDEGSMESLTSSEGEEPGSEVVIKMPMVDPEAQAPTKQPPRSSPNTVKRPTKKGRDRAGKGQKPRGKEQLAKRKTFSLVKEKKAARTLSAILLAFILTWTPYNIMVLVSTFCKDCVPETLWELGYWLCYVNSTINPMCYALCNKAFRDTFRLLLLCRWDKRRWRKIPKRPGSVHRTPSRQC
# M5 PAM: human M5 muscarinic receptor positive allosteric modulators, primary screen, CHO-K1 cells, Fluo-8 calcium fluorescence | CHO-K1 hM5, ACh EC20 PAM; 0% = ACh EC20, 100% = ACh EC100 | 0.3% of 360,000 active | activation, % at 3 µM;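 active means activation above the run cutoff, the mean activation of all test compounds plus 3 SD, cut at about 18% in these data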
#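 System – CHO-K1 hM5 cells · Compound – 3 µM, single dose · Incubation – compound preincubation 140 s before EC20 acetylcholine addition · Technique – Fluo-8 calcium fluorescence · Measure – Max/basal fluorescence ratio as % of EC20–EC100 ACh window · Benchmarks – low control EC20 acetylcholine (0%), high control EC100 acetylcholine (100%) · Replication – singlicate, one well per test compound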
# CHRM4 agonist: human M4 muscarinic receptor agonists, primary screen, CHO-K1 cells, Fluo-8 calcium fluorescence | Muscarinic acetylcholine receptor M4 (Homo sapiens), P08173 | CHO-K1 hM4/Gqi5; vehicle 0%, full acetylcholine response 100% | activation, % at 3 µM | 0.14% of 360,000 active;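 active means activation above the run mean over all test wells plus 3 SD, cut at about 32% in these data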;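 further: peak over basal fluorescence ratio per well then scaled between controls; 0% = DMSO wells and 100% = acetylcholine at EC100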
# M5 ag: human M5 muscarinic receptor agonists, primary screen, CHO-K1 cells, Fluo-8 calcium fluorescence. Muscarinic acetylcholine receptor M5 (Homo sapiens), P08912. CHO-K1 hM5 cells; 0% DMSO wells, 100% maximal acetylcholine response. activation, % at 3 µM. 0.19% of 360,000 active;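 active means activation above the run's mean over test compounds plus 3 SD, cut at about 23% in these data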;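 further: signal is peak over basal fluorescence ratio across the kinetic read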
# Active calls of the source: *; · = not tested or not shown. Rows are unselected; overall some 2.6% were active at least once.
CHRM5 antagonist	M4 antag	M4 PAM	CRFBP-R2 agonist	CRFBP-R2 block	CHRM1 PAM	M5 PAM	CHRM4 agonist	M5 ag	SMILES
4.7	-8.5	3.9	-3.3	31.4	-1.1	-7.5	1.8	-2.4	O/N=C/c1ccc2ccccc2c1
13.7	3.8	-1.9	1.1	-9.9	4.2	8.3	0.1	0.3	CC(C)=CC(=O)O[C@H]1[C@@H]2[C@H](C)C(=O)O[C@@H]2C[C@@H](C)[C@@H]2[C@@H](O)CC(=O)[C@]21C
-1.6	16.4	-11.2	-0.6	19.5	12.5	1.9	1.9	4.5	CC1=CCC2C(=O)N(c3ccc(N4CCOCC4)cc3)C(=O)C2C1 (configuration not stated)
1.8	-3.4	-3.8	4.3	-14.2	-0.3	2.2	1.4	-11.7	Cc1c(C(=O)c2ccccc2)c2ccccn2c1CCc1ccccn1
3.7	5.6	14.7	-0.8	5.9	-0.7	0.3	-1.3	-6.8	CCc1ccccc1NC(=O)Cn1nc(C(F)(F)F)cc1C1CC1
1.0	6.4	-8.9	-0.8	7.8	8.0	-2.3	4.2	5.1	COc1ccc(CC2(CO)CCN(S(=O)(=O)c3c(C)nn(C)c3C)CC2)cc1
2.4	-20.6	9.0	-0.2	8.3	4.9	-1.7	1.4	0.8	O=C1Cc2ccccc2C(=O)N1CCc1ccccc1
-3.3	-0.2	-4.2	1.1	-14.0	8.0	5.2	0.4	-4.6	NC(=O)CSc1nnc(Cc2csc(Nc3ccc(F)cc3)n2)n1Cc1ccccc1
6.9	-0.4	6.3	-2.4	25.9	12.8	1.2	0.7	-2.7	CC(=O)NS(=O)(=O)c1ccc(NC(=S)NC(=O)CC(C)C)cc1
5.7	-8.4	0.8	-1.6	-9.6	-0.2	-1.7	1.0	-2.1	C/C(=N/NC(=O)NC12CC3CC(CC(C3)C1)C2)c1ccccc1
0.6	4.1	4.4	-2.1	-29.0	12.4	0.4	5.7	2.4	CC(=O)c1ccc(NC(=O)C2CCCN(C(=O)c3ccc(Cl)cc3)C2)cc1 (configuration not stated)
-3.1	0.3	4.6	-0.5	13.6	1.6	4.6	-1.3	-4.1	COc1cccc(OC)c1C(=O)NC(=S)NCc1ccccc1
3.4	-0.5	-5.1	9.9	-15.3	1.9	-4.5	4.7	1.0	Cc1ccc(C(=O)COC(=O)CN2C(=O)C3C4C=CC(C4)C3C2=O)cc1C (configuration not stated)
6.3	-6.9	-8.8	1.2	-0.8	0.2	-15.9	19.9	-1.5	O=C(NNC(=O)c1cccc2ccccc12)c1ccc(-c2ccccc2)cc1
13.5	2.5	-1.4	-1.8	-19.3	7.5	6.6	-0.8	-2.5	CC1CCCCC1NC(=S)NC(=O)c1sc2ccccc2c1Cl (configuration not stated)
-7.2	-17.9	2.9	2.7	-12.7	2.2	-4.5	4.5	1.9	O=C(Nc1nc(-c2ccccn2)cs1)C1CC(=O)N(c2ccc3c(c2)OCCO3)C1 (configuration not stated)

# Three compounds already listed, arranged by the value under CRFBP-R2 agonist, falling.
CHRM5 antagonist	M4 antag	M4 PAM	CRFBP-R2 agonist	CRFBP-R2 block	CHRM1 PAM	M5 PAM	CHRM4 agonist	M5 ag	SMILES
6.3	-6.9	-8.8	1.2	-0.8	0.2	-15.9	19.9	-1.5	O=C(NNC(=O)c1cccc2ccccc12)c1ccc(-c2ccccc2)cc1
-3.1	0.3	4.6	-0.5	13.6	1.6	4.6	-1.3	-4.1	COc1cccc(OC)c1C(=O)NC(=S)NCc1ccccc1
0.6	4.1	4.4	-2.1	-29.0	12.4	0.4	5.7	2.4	CC(=O)c1ccc(NC(=O)C2CCCN(C(=O)c3ccc(Cl)cc3)C2)cc1 (configuration not stated)

# Further results:
CHRM5 antagonist	M4 antag	M4 PAM	CRFBP-R2 agonist	CRFBP-R2 block	CHRM1 PAM	M5 PAM	CHRM4 agonist	M5 ag	SMILES
10.2	-1.2	2.0	-1.7	22.1	4.3	-3.3	2.0	-1.8	Oc1ccc(N2CCN(CC(O)c3ccccc3)CC2)cc1 (configuration not stated)
0.8	-2.9	-0.3	-1.2	3.4	16.0	0.6	1.8	2.6	COC(=O)c1cc(S(=O)(=O)N2CCCCCC2)c[nH]1
6.5	-14.8	2.1	1.2	20.6	7.9	2.4	-1.2	-3.1	Cc1ccc(OCCCC(=O)NC(C)c2ccccc2)c(C)c1 (configuration not stated)
13.5	4.4	-2.4	-3.7	6.7	3.6	-7.4	0.1	-3.3	Cc1ccc(/C=C/C(=O)O)cc1S(=O)(=O)Nc1ccc(C(=O)O)cc1
5.5	-2.5	-0.3	0.4	11.7	3.3	-3.1	2.0	-4.2	CN(CCCN1CCOCC1)C(=O)c1ccc2nc(Cc3cccc(Cl)c3)oc2c1
13.7	-10.5	-3.0	-3.6	-6.4	1.4	-3.3	-0.9	-1.6	CC(C)CNC(=O)c1nn(Cc2ccccc2)c(=O)c2ccccc12
4.8	-4.5	-6.6	-0.3	3.6	-0.9	-3.7	-0.1	4.0	O=C(N=Nc1c(O)[nH]c2ccc(Br)cc12)c1cc(-c2cccs2)nc2ccccc12
1.2	-7.4	-9.6	5.3	2.6	5.5	7.9	-0.1	-13.6	CCCC[N+](CC#CCO)(CC#Cc1ccccc1)CCCC
-3.9	7.4	7.5	-0.1	-10.5	9.8	4.9	0.5	2.6	CCOC(=O)C(C)n1ncn2cccc2c1=O (configuration not stated)
-0.1	0.6	8.8	-0.7	0.5	5.5	-4.0	0.0	-1.5	O=C(CSc1nc(-c2ccc(F)cc2)cs1)N1CCc2ccccc21
4.2	-19.8	0.5	·	·	11.9	-4.3	0.3	2.9	CCOC1=C2CN(S(=O)(=O)c3ccc(C)cc3)[C@H](c3ccccc3)C[C@@H]2N(S(=O)(=O)c2ccc(C)cc2)[C@H](c2cccc(C)c2)C1
3.8	-0.7	6.2	-1.8	-4.5	10.9	4.2	2.9	1.7	CCOC(=O)[C@H]1[C@H]2COc3ccc(C)cc3[C@@H]2N2C(=O)[C@@H](CO)NC(=O)[C@@]12C
9.1	-4.2	-25.4	-5.6	9.8	-0.5	2.4	3.7	0.0	COc1ccccc1-n1cc2ccc([N+](=O)[O-])cc2n1
2.1	2.3	0.2	2.6	-5.3	1.7	4.1	1.4	-0.8	O=[N+]([O-])c1ccc(S(=O)(=O)Nc2ccncc2)cc1
3.1	0.3	26.2*	1.6	-20.7	15.8	3.0	3.2	3.9	COC(=O)c1c(C)[nH]c(C(=O)CN2C(=O)C3CC=CCC3C2=O)c1C (configuration not stated)
-4.8	8.3	-0.1	4.9	-8.5	1.4	-2.1	2.1	1.6	CC1CCN(S(=O)(=O)c2ccc(N/N=C(/C#N)C(N)=O)cc2)CC1
-0.6	2.4	0.0	-0.4	4.8	5.3	-2.2	2.4	-0.2	O=C(/C=C/c1ccccc1[N+](=O)[O-])NCc1ccc(Cl)cc1
-1.8	-15.1	1.9	9.4	-1.5	15.5	0.8	-0.1	-0.1	Cc1ccc2cc(-c3noc(C4CCCCC4)n3)c(=O)[nH]c2c1
-8.4	-7.5	5.4	2.0	-8.6	-1.7	0.3	0.0	-2.7	CCOC(=O)c1cc2c(s1)-c1ccccc1CC2
2.4	-3.1	-12.0	-1.0	-18.5	-0.4	-2.0	0.3	-2.2	CC1CC(NC(=O)c2cc3c(=O)n4ccccc4nc3n2C)CC(C)(C)C1 (configuration not stated)
-6.5	-5.8	1.0	-3.1	14.5	5.4	3.6	-0.1	3.6	CC(C)(CC(=O)O)CC(=O)Nc1ccc(Oc2ccc(C(C)(C)C)cc2)nc1
1.0	1.9	-3.9	-1.8	16.0	7.8	2.6	0.4	0.0	CC(=O)Nc1ccc(/C=N/NC(=O)CNC(=O)c2ccccc2)cc1
-5.0	-4.5	1.5	1.3	1.6	4.2	-3.0	0.2	-1.3	Nn1c(SCC(=O)Nc2ccc3c(c2)OCO3)nnc1C1CC1
15.4	58.2*	-2.4	-0.4	-20.6	11.3	-0.5	23.0	13.7	CC(=NNc1nc2ccccc2s1)c1ccncn1
16.2	0.5	2.6	-0.2	3.1	6.7	-2.1	1.4	-3.9	CCCCCc1nnc(NC(=O)NS(=O)(=O)c2ccc(C)cc2)s1
6.0	-9.0	0.5	1.0	11.7	6.3	-1.8	1.0	1.8	O=C(N/N=C/C=C\c1ccccc1[N+](=O)[O-])c1cccnc1
4.6	-2.8	-3.2	1.1	-39.9	4.9	1.2	0.8	0.8	Cc1ccc(OCC(=O)N2CCN(S(C)(=O)=O)CC2)cc1
-3.5	-1.7	-1.2	·	·	-2.9	4.0	2.0	3.2	Cc1ccc(C)c(C(O)c2ncc(-c3ccccc3F)[nH]2)c1 (configuration not stated)
7.0	-6.8	-1.9	-0.1	-6.6	10.0	-2.8	2.1	-2.2	CCCCNc1nc2c(c(=O)n(Cc3ccccc3)c(=O)n2C)n1C
-4.8	4.4	3.6	1.4	7.3	9.0	0.2	-0.2	1.0	CCNc1nc(Oc2ccc(=O)n(-c3ccccc3)n2)nc(N2CCOCC2)n1
1.1	-15.2	13.8	-0.2	1.1	9.8	3.5	0.7	1.3	CCC(=O)Nc1cccc(Oc2nc(C)cc(C)c2C#N)c1
-17.1	-1.4	-3.7	0.0	10.1	22.7	9.4	1.0	3.0	C#Cc1cccc(C(=O)N2CCCC(CCC(=O)NCc3ccccc3F)C2)c1 (configuration not stated)
10.4	-2.8	1.5	·	·	7.9	-3.1	0.6	0.8	CCCNC(=O)C1(C)CCN(Cc2cc(C)n(C)n2)C1 (configuration not stated)
-2.8	7.7	4.5	0.2	-8.3	4.1	3.1	-2.9	-3.6	O=C(c1ccc(Cl)cc1)c1c[nH]cc1-c1ccccc1
7.9	-4.8	1.9	0.4	-2.0	2.8	0.2	0.8	-1.3	O=C(NCc1ccco1)c1ccc([N+](=O)[O-])o1
4.3	-3.8	-7.9	-1.2	-8.2	-2.0	-9.6	6.9	5.0	COc1ccccc1C1=NOC(Cn2c(NCC3CCCO3)nc3c2c(=O)n(C)c(=O)n3C)C1 (configuration not stated)
11.3	3.9	3.9	-1.2	-1.8	-2.1	-8.4	0.9	-7.0	O=C(Cc1ccc(Cl)cc1)OCC(=O)c1ccc[nH]1
-1.7	3.3	-0.9	-0.9	-16.2	4.4	5.1	3.2	0.8	C1CCN(c2nc(N3CCCCC3)nc(N3CCNCC3)n2)CC1
2.9	5.0	-5.6	-3.7	6.7	3.1	-8.6	7.8	2.6	CCOC(=O)Cc1csc(NC(=O)c2ccc(F)cc2)n1
10.2	3.7	3.4	-2.5	12.9	6.2	-5.3	0.2	-2.5	COc1ccc(/C=C/C(=O)NC(=S)Nc2ccc(C(=O)O)cc2)cc1
-4.1	3.6	-1.6	0.4	-3.4	0.1	3.6	0.4	-0.8	Cc1cc(C)cc(NC(=O)c2ccccc2NC(=O)CCC(=O)O)c1
4.3	-14.6	4.5	3.5	14.4	0.4	-0.8	2.1	1.1	C(=NN=Cc1c[nH]c2ccccc12)c1c[nH]c2ccccc12
-0.5	3.0	-0.9	0.7	-24.0	6.9	0.0	1.3	-0.9	O=S(=O)(/N=C(/Nc1ccccn1)c1ccc(Cl)cc1)c1ccc(Cl)cc1
9.3	6.7	11.6	1.8	-2.4	-0.9	16.6	1.3	-1.8	O=C(COC(=O)c1ccc([N+](=O)[O-])s1)Nc1ccc(Cl)cn1
